Source: PubChem (Broad Institute)
FN deposition inh: inhibitors of fibronectin matrix deposition, primary screen, AH1F cells, Alexa488-fibronectin fluorescence, plate reader | inhibition, % at 12.6 µM | 0.086% of 350,000 active | AID 743247, 2014 | AH1F fibroblasts, overnight;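 active = mean inhibition across replicates of 30% or more, regardless of how many single replicates reach that level; inconclusive = mean under 30% yet at least half of replicates reach 30%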;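 note: positive control wells lacked labelled fibronectin entirely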
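Material: AH1F fibroblast monolayer depositing Alexa488-labelled fibronectin into matrix / Amount: 10000 AH1F cells per well / Signal: fluorescence 485/525 nm / Medium: DMEM, 2% serum / Compound: single dose, pinned / Incubation: 1 h cell adhesion before compound, then overnight fibronectin incubation / Reagent: Alexa488-FN, 24 nM final / Read-out: inhibition of fibronectin deposition signal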
miR-122 sensor: miR-122 Renilla sensor signal increase in Huh7, primary screen, miR-122 inhibitor project, cell-based, single point, plate reader. Huh7 miR-122 Renilla luciferase sensor, 48 h; neutral wells = 0, positive control = 100. activation (reporter increase), % at 12.5 µM. 0.3% of 340,000 active;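 active = mean replicate activation score at least 90 and every replicate individually at or above 90; inconclusive = only one of the two criteria met; inactive = neither criterion met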;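 note: higher luciferase means less miR-122 activity so hits act as miR-122 inhibitors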
* marks the source's active call; other numbers are inactive results; ? = inconclusive.

Values run as follows: FN deposition inh	miR-122 sensor
- O=C1N2CN(C(c3ccccc3)c3ccccc3)CN=C2SC1(CO)CO
 : -4	-12
- O=C(Nc1ccccc1)c1ccc(NC2CCCCC2)c(S(=O)(=O)N2CCOCC2)c1
 : 7	?
- CC(C)C[C@H](NC(=O)OC(C)(C)C)c1nnc(SCC(=O)Nc2ccc(Br)cc2)o1
 : -9	8
- CNC(=O)CSCc1c(F)cccc1Cl
 : -3	-13
- O=C1CC(NNC(=O)c2ccccc2)C(=O)N1 (configuration not stated)
 : 7	-7
- CCCCOCC1CN(c2ccccc2)C(=O)CS1 (configuration not stated)
 : -4	-4
- Cc1ccccc1C(=O)N1CCC(C(=O)Nc2ccc3c(c2)OCCO3)CC1
 : -12	-10
- Cc1ccc(C)c(NC(=S)N2CCN(c3cccc(C(F)(F)F)c3)CC2)c1
 : -9	-1
- C/C(O)=C(\C#N)c1nnc2n1CCCCC2
 : -2	-7
- COc1ccc(/C=N/NC(=O)CCc2ccccc2)cc1O
 : -9	-3
- O=C(NCc1ccco1)c1cccc(NC(=O)c2ccccc2)c1
 : 8	3
- COc1ccc(N(CC(=O)N2CCc3ccccc32)S(=O)(=O)c2c(C)noc2C)cc1
 : -5	1
- CCCN1CCC(NC(=O)Nc2ccc(OC)c(OC)c2)CC1
 : 4	-1
- CCn1c(=S)[nH]c2nc3c(cc2c1=O)CCCC3
 : 1	0
- Cc1nc(SCC#N)c2c(C)c(C)sc2n1
 : -13	-3
- Cn1c(N2CCC(C(N)=O)CC2)nc2c1c(=O)n(Cc1cccc(Br)c1)c(=O)n2C
 : 24	-7
- COc1cc(OC)c(N(C)C(=O)CCNC(=O)Cn2cnc3ccccc3c2=O)cc1Cl
 : 5	-7
- COc1ccc(C2C(C(N)=O)=C(C)Nc3ncnn32)cc1 (configuration not stated)
 : 11	-10
- CNC(=S)N1C2CCC1CC(NC(=O)NC13CC4CC(CC(C4)C1)C3)C2 (configuration not stated)
 : 0	-2
- CCOc1ccc(-n2c(SCC(=O)NCc3ccco3)nc3c([nH]c4ccccc43)c2=O)cc1
 : 2	4

Three of the compounds above, with bars between the fields.
smiles | FN deposition inh | miR-122 sensor
COc1ccc(C2C(C(N)=O)=C(C)Nc3ncnn32)cc1 (configuration not stated) | 11 | -10
CNC(=S)N1C2CCC1CC(NC(=O)NC13CC4CC(CC(C4)C1)C3)C2 (configuration not stated) | 0 | -2
CCOc1ccc(-n2c(SCC(=O)NCc3ccco3)nc3c([nH]c4ccccc43)c2=O)cc1 | 2 | 4

Other structures
Values run as follows: FN deposition inh	miR-122 sensor
- CCCC(c1c(C)n(C)n(-c2ccccc2)c1=O)c1c(C)n(C)n(-c2ccccc2)c1=O
 : -3	2
- COc1ccc(/C=N/c2nc3ccccc3n2C)cc1OC
 : 5	-2
- CCOc1ccccc1N1CCN(Cc2ccc(OC)c(OC)c2)CC1
 : -16	-18
- Cc1ccc(NC(=O)OCC(F)(F)C(F)F)cc1NC(=O)OCC(F)(F)C(F)F
 : -8	-5
- CCCC(NS(=O)(=O)c1ccc(Br)cc1)C(=O)O (configuration not stated)
 : 5	-36
- COc1ccc(N2C(=O)CCC(C(=O)N3CCC(C(N)=O)CC3)C2c2ccc(F)cc2)cc1 (configuration not stated)
 : 0	-10
- CCNc1nc(SCCOc2ccc(C)cc2)nc(N(C)C)n1
 : -1	-8
- O=C(Nc1cccc(Cl)c1Cl)C1CC(=O)N(c2ccc(Br)cc2)C1 (configuration not stated)
 : -3	-5
- O=C(NC1CCCC1)C1CCN(S(=O)(=O)c2cccc3cccnc23)CC1
 : 2	-5
- Cc1n[nH]c(C)c1Cc1ccc(C(=O)O)cc1
 : -11	1
- CC(C)NS(=O)(=O)c1ccc(CCC(=O)NCc2cccnc2)cc1
 : -13	-2
- O=C(c1ccccc1)n1ccn(-c2ccccc2)c1=S
 : 3	-1
- CCOc1ccc(C2=Nn3c(nnc3-c3ccccc3)SC2)cc1Cl
 : 7	-1
- CC(C)Cn1c(N)c(C(=O)CSc2ccc3c(c2)OCCO3)c(=O)n(C)c1=O
 : -18	-6
- CC1=C(SCCC#N)S/C(=C2\SC(C)=C(SCCC#N)S2)S1
 : 3	-4
- Cc1nc2ccccc2c(=O)n1/N=C/c1ccncc1
 : -7	7
- CCCCn1c(=O)[nH]c(=O)c2c1nc(COC(=O)c1c(C)noc1C)n2CCC
 : -2	5
- O=S1(=O)CC(O)C(Nc2ccccc2)C1 (configuration not stated)
 : -2	-1
- Cc1ccc2cc(C#N)c(NCCNC(=O)C3CCC3)nc2c1C
 : -20	-13
- CNC(=O)COc1ccc(-c2nn(C)c(=O)c3ccccc23)cc1
 : -7	1

Some of the entries so far, in CSV form:
Compound,FN deposition inh,miR-122 sensor
CNC(=O)CSCc1c(F)cccc1Cl,-3,-13
O=C1CC(NNC(=O)c2ccccc2)C(=O)N1 (configuration not stated),7,-7
CCCCOCC1CN(c2ccccc2)C(=O)CS1 (configuration not stated),-4,-4
Cc1ccccc1C(=O)N1CCC(C(=O)Nc2ccc3c(c2)OCCO3)CC1,-12,-10

Further structures.
Values run as follows: FN deposition inh	miR-122 sensor
- CCn1c(SCC(=O)Nc2cc(C)on2)nnc1-c1cccs1
 : 2	-7
- COc1ccc2c(C)cc(=O)oc2c1C
 : -10	-4
- CCCCNC(=O)c1ccc(CS(=O)(=O)c2cccc(C(F)(F)F)c2)o1
 : 2	7
- COc1cc(C2CC(=O)NC3=C2C(=O)CC(C)(C)C3)ccc1O (configuration not stated)
 : -5	-1
- O=C(CS(=O)(=O)c1cn(Cc2ccccc2Cl)c2ccccc12)N1CCOCC1
 : 2	0
- CC(C)OC(=O)c1c(NC(=O)CCn2nnc3ccccc32)sc2c1CCCC2
 : 4	-1
- NC(=O)Cn1c(S(=O)(=O)Cc2ccccc2)nc2ccccc21
 : -28	-5
- COc1ccc(C(=O)/C=C/Nc2cc(C)on2)c(OC)c1
 : -1	5
- CC1=CC(C)(C)Nc2ccc(C)cc21
 : -4	-2
- Cc1ccc(S(=O)(=O)N2CCC(C(=O)NCc3ccncc3)CC2)cc1
 : -2	-2
- CCCCNC(=O)c1nc2ncc(Br)cn2n1
 : -2	-8
- O=C(O)C1CCN(S(=O)(=O)c2ccc(Oc3ccccc3)cc2)CC1
 : -14	16
- COC(=O)Nc1ccc(S(=O)(=O)N2CCCc3ccccc32)cc1
 : 15*	64
- Cn1c(=O)c(=O)n(C)c2cc(S(=O)(=O)N3CCCCC3)ccc21
 : 2	-12
- Cc1ccccc1Nc1nc(N)nc(COC(=O)C(NC(=O)c2ccco2)C(C)C)n1 (configuration not stated)
 : 6	29
- O=C(Nc1ccccc1-c1ccccc1)C1CCCN(c2ncccn2)C1 (configuration not stated)
 : -8	11
- Cc1nc2ncnn2c(N2CCN(C(=O)Cc3cccs3)CC2)c1C
 : -2	-1
- COC(=O)C1=C(C)NC2=C(C(=O)CC(c3cccs3)C2)C1c1ccsc1 (configuration not stated)
 : 6	16
- COc1cc(CN2CCC(C(=O)NC3CCCC3)CC2)cc(Br)c1O
 : 14	-10
- Cc1cc(C(=O)CSc2nncs2)c(C)n1-c1c(C)n(C)n(-c2ccccc2)c1=O
 : -9	-1
- O=C(Nc1nncs1)c1ccc(Br)c(S(=O)(=O)N2CCCC2)c1
 : -30	-17
- CN(C)C(=O)CSc1nnc(CCNC(=O)OC(C)(C)C)o1
 : -14	15
- Cc1[nH]c2ccccc2c1Cc1nnc(SCCC#N)o1
 : 21	1
- CC(NC(=O)CSc1nc2sc3c(c2c(=O)n1-c1ccccc1)CCCC3)c1ccccc1 (configuration not stated)
 : 9	2
- CCCOc1cccc(-c2nnc(N)s2)c1
 : -6	-8
- CCCCCN1C2=NCCN2c2ccccc21
 : -1	2
- OC1CCCN(Cc2c3ccccc3cc3ccccc23)C1 (configuration not stated)
 : -10	-7
- Cn1nc(C(F)(F)F)c(C(=O)Nc2ccc(C(F)(F)F)cc2)c1Cl
 : 2	27
- COc1ccc2nc(C)cc(SCC(=O)NNC(=O)COc3ccccc3)c2c1
 : 3	-11
- COCCOC(=O)c1c(C)oc2ccc(OCC=C(C)C)cc12
 : -3	-3
- COC(=O)c1cc(OC)c(OC)cc1NC(=O)Nc1ccccc1OC
 : 13	1
- Nc1nc(CN2CCc3ccccc3C2)nc(Nc2ccccc2)n1
 : 5	-1
- Nc1cc(=O)[nH]c(=S)n1-c1ccccc1
 : 16	-1
- CC(C)N(CCNS(=O)(=O)c1ccc(Cl)cc1)C(C)C
 : -4	19
- O=C(Nc1ccccc1)N1CCC(C(=O)N2CCN(S(=O)(=O)c3cccc(F)c3)CC2)CC1
 : -7	-1
- O=C(O)CCC(C(=O)O)n1c(O)c(C2=c3ccccc3=NC2=O)sc1=S (configuration not stated)
 : 5	1
- C(=N\n1cnnc1)/c1cccn1-c1ccccc1
 : -11	-3
- O=C(Nc1ccccc1C(=O)NCC1CCCO1)c1ccccc1 (configuration not stated)
 : 6	-2
- O=C(NCc1cccs1)C1CCCN1C(=O)Nc1ccccc1 (configuration not stated)
 : -2	-3
- COc1ccccc1N1CCN(Cc2ccsc2)CC1
 : -6	8
- COc1ccc(CCNc2nc(=O)[nH]nc2C)cc1OC
 : 0	-8
- O=C(CN(C(=O)CCNC(=O)c1ccco1)c1ccccc1)NC1CCCC1
 : -2	-6
- CCN1CCN(c2cc(C)c3cc(NC(=O)c4cncc(Br)c4)ccc3n2)CC1
 : 3	-10
- O=c1c2ccccc2sc2nc(C3CCCCC3)n(Cc3ccco3)c(=O)c12
 : -17	-6
- O=C(CCN1CCc2ccccc2C1)Nc1ccc2c(c1)OCO2
 : -41	9
- N#CCSc1nnc(COc2cccc3ccccc23)n1-c1ccccc1
 : -10	3
- CCN(CC)S(=O)(=O)c1ccc(NC(=O)c2ccc(NS(C)(=O)=O)cc2)cc1
 : -1	0
- Fc1ccccc1CCNc1nnnn1-c1ccccc1
 : -3	-26
- COc1ccc(CC(=O)Nc2nc(C)cs2)cc1OC
 : 7	-16
- CCOC(=O)C1CCN(CCC(=O)Nc2cccc(Cl)c2)CC1
 : -14	-3

Following part.
Values run as follows: FN deposition inh	miR-122 sensor
- COC(=O)C(Cc1cnc[nH]1)NC(=O)C1CCC(=O)N1 (configuration not stated)
 : -3	-5
- CC(C)(C)C(=O)N1CCC(O)(CS(=O)(=O)Cc2ccccc2Cl)CC1
 : 7	-8
- Cc1nnc(SCC(=O)NCc2ccco2)[nH]c1=O
 : -1	1
- CC1CCCC(NC2CCCCNC2=O)C1 (configuration not stated)
 : 2	-5
- Cc1ccc(S(=O)(=O)Nc2nonc2C)cc1
 : -8	-7
- CCCC1C(c2ccc(OC)cc2)C(C#N)(C#N)C2(C#N)CC1(N)NC2=O (configuration not stated)
 : -1	-3
- CC(C)OCCCNC(=O)c1ccc(N(C)S(C)(=O)=O)cc1
 : -10	3
- O=C(NC1CCCC1)C(c1ccccc1)N(C(=O)c1ccno1)c1cccnc1 (configuration not stated)
 : -4	0
- O=C(OC(C(=O)NC1CCCC1)c1ccccn1)c1cccs1 (configuration not stated)
 : 3	-1
- CCOc1cc(C(=O)Nc2cc(C)ccn2)cc(OCC)c1OCC
 : -3	-5
- C(=N\n1cnc2ccccc21)/c1cccnc1
 : -3	0
- CC(C)N=C(Nc1ccc(Cl)cc1)c1cccnc1
 : 6	-7
- CC1CCN(S(=O)(=O)c2cccc(C(=O)Nc3ccccn3)c2)CC1
 : -21	-1
- CC(=O)Nc1cccc(-c2csc(Nc3cc(C)ccn3)n2)c1
 : 0	0
- O=C(Cn1cnc2c(nnn2Cc2ccc(F)cc2)c1=O)NCC1CCCO1 (configuration not stated)
 : -2	-1
- O=C(c1ccccc1)c1ccc(OCC(O)CN2CCN(Cc3ccccc3)CC2)cc1 (configuration not stated)
 : 10	-17
- O=C(NCc1ccc2c(c1)OCO2)c1cccnc1
 : 9	-1
- CCn1c(SCC(=O)Nc2cc(C)on2)nnc1-c1ccc(S(=O)(=O)N2CCN(C)CC2)cc1
 : -13	0
- O=C(Cc1cccs1)Nc1ccc(-c2nc3ccccc3[nH]2)cc1
 : -22	-3
- Cn1c(SCC(=O)Nc2ccccc2)nnc1-c1ccc(NC(=O)CCc2ccccc2)cc1
 : 11	-15
- COc1ccc(/C=N/OC/C(O)=C(\C#N)c2nc3ccccc3[nH]2)cc1
 : 4	-4
- Cc1nn(CC(=O)NCc2ccccc2)c(=O)c2ccccc12
 : 8	1
- Cc1nc(-n2[nH]c3c(c2=O)CCCC3)[nH]c(=O)c1Cc1ccccc1
 : -8	4
- COc1ccc(-c2c(C)nn(Cc3ccccc3)c2N)cc1
 : 0	0
- COc1ccc(NC(=O)Cn2nnc(-c3ccccc3F)n2)cc1Cl
 : -3	0
- NS(=O)(=O)c1ccc(NC=C2C(=O)OC3(CCCCC3)OC2=O)cc1
 : -20	-1
- COc1cc(OC)c(C2C(C(=O)Nc3ccc(C)cc3C)=C(C)Nc3ncnn32)cc1OC (configuration not stated)
 : -2	-3
- Cc1cccc(NC(=O)CSc2nnc(Cn3cnc4ccccc43)o2)c1
 : 1	-2
- O=C(Cc1ccccn1)Nc1ccccc1
 : 1	2
- CCC(=O)Nc1nc(-c2ccccc2)ns1
 : -7	-1
- COc1cc2[nH]c(=O)n(CCCCCC(=O)NCCCN3CCCC3=O)c(=O)c2cc1OC
 : 10	-20
- CCCc1ccc(Oc2cn[nH]c2-c2ccc(O)cc2O)cc1
 : -1	-6
- CC(C)OC(=O)c1cccc(C(=O)OCc2ccco2)n1
 : -4	2
- COCC(=O)Nc1nnc(Cc2ccc(OC)cc2)s1
 : 11	-7
- Cc1cc(N2CC(=O)N(CCc3ccccc3)C(=O)C2)n2ncnc2n1
 : 2	4
- Cc1cc(N2CCN(C)CC2)n2cc(-c3ccc(F)cc3)nc2n1
 : 11	-3

An excerpt (hit frequency here may not be typical).
